Source: PubChem BioAssay
Kir21 block: inhibitors of mouse Kir2.1 inward-rectifier potassium channel | P35561 | HEK293-Kir2.1, FluxOR thallium flux fluorescence; active compounds read low | B-score at 10 µM | 0.85% of 310,000 active;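 active means fluorescence ratio B-score at or below minus 3 SD of library scores, with starting-brightness B-score within 2 SD, cut at about -4.2 in these data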;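 further: channel flux triggered by added potassium and thallium sulfate stimulus; B-score of peak minus minimum fluorescence over baseline after thallium stimulus; more negative B-score means stronger Kir2.1 block with less thallium influx; some compounds called inactive have numbers as strong as hits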
Target sequence (P35561 whole entry, looked up): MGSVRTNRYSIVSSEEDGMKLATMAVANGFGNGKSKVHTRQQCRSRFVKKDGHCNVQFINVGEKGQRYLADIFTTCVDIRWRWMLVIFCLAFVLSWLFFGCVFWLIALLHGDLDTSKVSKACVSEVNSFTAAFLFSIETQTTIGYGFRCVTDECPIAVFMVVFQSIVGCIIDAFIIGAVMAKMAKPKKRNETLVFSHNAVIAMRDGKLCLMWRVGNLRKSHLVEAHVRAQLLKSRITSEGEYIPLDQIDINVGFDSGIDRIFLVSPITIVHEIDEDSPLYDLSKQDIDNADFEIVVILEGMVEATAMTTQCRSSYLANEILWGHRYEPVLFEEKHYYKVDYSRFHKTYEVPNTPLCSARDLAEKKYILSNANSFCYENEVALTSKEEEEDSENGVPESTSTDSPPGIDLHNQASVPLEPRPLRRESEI
KCNQ2 inh: KCNQ2 channel blockers in CHO-K1 cells – cell-based, FluxOR thallium flux, B-score, primary screen (AID 2156). B-score at 10 µM. 20 min; active compounds read low. 1.1% of 310,000 active;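 active means fluorescence ratio B-score at most minus 3 library SDs, with starting brightness B-score within 2 library SDs, cut at about -5.5 in these data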
Numbers without * were called inactive; i = inactive. An unsorted share of the library, and some 1.9% of all compounds hit somewhere here.

canonical_smiles	Kir21 block	KCNQ2 inh
Cc1ccc(C2NC(c3ccc(C)cc3)C(C)C(=O)C2C)cc1 (stereo unspecified)	-1.9	i
COCCNC(=O)C(=O)Nc1cc2c3c(c1)CC(=O)N3CCC2	-2	i
CCCN(C(=O)c1cc(S(=O)(=O)N2CCCCC2)ccc1Cl)C1CCS(=O)(=O)C1 (stereo unspecified)	2	i
O=C(COC(=O)/C=C/c1cccc(C(F)(F)F)c1)NCc1ccccc1	-0.19	i
Cc1cc(N)n2nc(-c3ccccc3)c(-c3ccccc3)c2n1	-0.02	i
OCC[C@H]1C[C@H](O)[C@@H](O)[C@]2(CCCO2)O1	0.54	i
CCC(Oc1ccccc1)C(=O)Nc1nnc(S(=O)(=O)Nc2ccccc2)s1 (stereo unspecified)	-1	i
Cc1cc(C)c(NC(=O)CS)c(Cl)c1	0.93	i

New compounds follow.
canonical_smiles	Kir21 block	KCNQ2 inh
O=C(Cc1c(F)cccc1Cl)NCCCn1ccnc1	-0.62	i
Cc1ccccc1OCCSc1nc2ccccc2n1CCC(=O)O	0.01	i
CCN(CC)C(=O)c1sc2nc(-c3ccccn3)[nH]c(=O)c2c1C	-2.9	i
Cc1ccc(C(=O)NCCCNC(=O)c2ccco2)cc1C	0.75	i
CC(=O)c1ccc(NC(=O)C(C)Sc2nnc(C3CCCCC3)o2)cc1 (stereo unspecified)	-0.89	i
COc1cc(/C=N/NC(=O)Cc2ccccc2)ccc1Oc1ccc([N+](=O)[O-])cc1[N+](=O)[O-]	0.04	i
CC(C)(C)Sc1ccc(N)nc1	-0.02	i
Cc1cc(-c2ccc(/C=N/n3cnnc3)o2)c(C)c([N+](=O)[O-])c1	-0.41	i

Next records:
canonical_smiles	Kir21 block	KCNQ2 inh
CCOC(=O)c1ccccc1OCc1cc(/C=N/n2cnnc2)ccc1OC	2	i
CCOc1ccc(C(C)=O)cc1N1C(=O)C2C3C=CC(C3=C(C)C)C2C1=O (stereo unspecified)	0.43	i
CCOC(=O)c1c(SC)n(-c2ccccc2)c(=S)n(-c2ccccc2)c1=O	0.03	i
CCOC(=O)Nc1ccc(N2CCOCC2)c(S(=O)(=O)N2CCOCC2)c1	0.09	i
O=C(Cc1c(F)cccc1Cl)NCc1cccnc1	1.1	i
O=C(NCCc1ccccc1)c1cccc(S(=O)(=O)N2CCCCC2)c1	-0.68	i
COc1cccc(NC(=O)N2CCN(c3cccc(C)c3)C(C)C2)c1 (stereo unspecified)	1	i
CC(C)c1[nH]nc2c1C(c1cccs1)C(C#N)=C(N)O2 (stereo unspecified)	-0.5	i

Additional results:
canonical_smiles	Kir21 block	KCNQ2 inh
CCCCn1c(SCC(=O)NC2CC2)nnc1-c1ccncc1	0.8	i
CC(C)(C)NS(=O)(=O)c1ccc(CCC(=O)NCc2cccnc2)cc1	-0.33	i
Cc1ccc(CCNC(=O)c2cc(S(=O)(=O)N3CCCC3)cn2C)cc1	1.2	i
CCOC(=O)C1CCN(C(=O)C2CCCN(c3ncnc4c3nc3n4CCCCC3)C2)CC1 (stereo unspecified)	0	i
CN(C)C(=O)COc1ccc(Oc2ccccc2)cc1	0.08	i
COc1ccc(C(=O)COC(=O)Cn2[nH]c(=O)c3ccccc3c2=O)c(OC)c1	1.1	i
Cc1ccc(C2CC(=O)C=C(NCc3ccccc3)C2)cc1 (stereo unspecified)	0.38	i
Cc1ccc(S(=O)(=O)N/N=c2\sc3ccccc3n2C)cc1	1.5	i

Next section:
canonical_smiles	Kir21 block	KCNQ2 inh
CCN1CCN(c2c(Cl)cccc2NC(=O)c2ccc(Br)o2)CC1	-0.87	-6.1*
COc1ccccc1CC(=O)N1CCN(c2ccccc2)CC1	0.44	i
NC(=O)C1CCCN1S(=O)(=O)c1ccc2ccccc2c1 (stereo unspecified)	1.4	i
COC(=O)c1ccc(C)c(NC(=O)c2ccc(Cn3cc([N+](=O)[O-])cn3)o2)c1	-0.24	i
Cc1onc(-c2ccccc2)c1C(=O)Nc1ccc(S(=O)(=O)NC2=NCCCCC2)cc1	0.88	i
COc1ccc(-c2[nH]ncc2-c2cscn2)c(O)c1	1.3	i
O=C(COC(=O)c1ccco1)Nc1nc2c(F)c(F)c(F)cc2s1	-0.3	i
Fc1ccc(C2CC(c3ccc(F)cc3)n3ncnc3N2)cc1 (stereo unspecified)	-1.1	i

The list continues:
canonical_smiles	Kir21 block	KCNQ2 inh
CCOc1ccc(Nc2nc(N)c3ccccc3n2)cc1	-9.9*	i
Cc1ccc(NC(=O)Cn2c([N+](=O)[O-])cnc2C)cc1Cl	0.02	i
O=C(Nc1ccon1)c1ccc(S(=O)(=O)N2CCOCC2)cc1	-0.7	i
CN(C)C(=O)CN1c2cccc3cccc(c23)S1(=O)=O	-1.2	i
CCCNC(=O)c1[nH]c(C)c(C(=O)OCC)c1C	0.31	i
O=C(NC(=S)NCc1ccc(-c2nc3ccccc3s2)cc1)c1ccco1	0.18	i
COc1ccccc1-c1nnc(SC(C)C(=O)O)n1-c1ccccc1 (stereo unspecified)	1.7	i
CCN(CC)CCN1C(=O)C(=O)/C(=C(/O)c2ccc(OC)cc2)C1c1ccco1 (stereo unspecified)	-1.6	i

(more compounds)
canonical_smiles	Kir21 block	KCNQ2 inh
Cc1ccccc1CCNC(=O)C1CCC(=O)N(Cc2ccc(Cl)cc2)C1 (stereo unspecified)	-0.86	i
O=S(=O)(NCCSCc1ccc(Cl)cc1Cl)c1ccc2c(c1)OCCO2	1.7	i
Cc1ccc(-n2c(C)csc2=N)cc1	0	i
CCOc1ccc(C(=O)n2cc(C(=O)OC)c3ccccc32)cc1	-0.83	i
Clc1cccc(Cl)c1Cn1cnc2c(N3CCCCCC3)ncnc21	-0.05	i
COc1ccc(C2=C/C(=C\c3cccc(OC(C)=O)c3)C(=O)O2)cc1	-1.4	i
CCS(=O)(=O)n1nc(-c2ccc(Cl)cc2)nc1N	0.25	i
O=C(COC(=O)CCc1c[nH]c2ccccc12)NCc1ccccc1	-1.6	i

Next section
canonical_smiles	Kir21 block	KCNQ2 inh
O=C(COC(=O)Cc1c(F)cccc1Cl)Nc1nnc(-c2ccccc2)o1	0.09	i
CCN(CC)CCCN(C(=O)c1ccc(Br)cc1)c1nc(-c2ccc(OC)cc2)cs1	-3.8	i
O=C(O)c1cccc(NS(=O)(=O)c2ccc(Oc3ccc(S(=O)(=O)Nc4cccc(C(=O)O)c4)cc3)cc2)c1	0.33	i
NC(=O)C1=C[C@@H](c2csc3ccccc23)C[C@@H](OCCCCO)O1	-0.73	i
COc1ccc(C(=O)OCCNC(=O)c2ccncc2)cc1OC	-0.35	i
c1cnn(-c2cc(N3CCOCC3)ncn2)c1	0.33	i
N#CCc1nnc2n1-c1ccccc1CCC2	-0.15	i
O=C(Nc1ccccc1N1CCCCC1)c1cccc(Cl)c1	-0.3	i

Going on with the list.
canonical_smiles	Kir21 block	KCNQ2 inh
CN(C)/C=C(/C(=O)c1ccc(Cl)cc1)n1cncn1	0.19	i
COc1ccc(CNC(=O)CCS(=O)(=O)c2ccc3c(c2)CC(C)N3C(=O)C2CC2)cc1 (stereo unspecified)	3.5	i
O=C(CC12CC3CC(CC(C3)C1)C2)Nc1c(F)cccc1F	-0.01	i
CN(C)c1ccc(C(=S)N2CCCCC2)cc1	0.99	i
O=C(N/N=C/c1ccc(-c2ccccc2Cl)o1)c1ccccc1	0.67	i
Cn1nccc1C(=O)Oc1cccc(/C=N/NC(=O)c2ccccc2O)c1	-0.23	i
CCSc1nc(C)c(C(C)=O)cc1C#N	0.02	i
Cc1ccc(C(CNS(=O)(=O)c2ccc(C)cc2)N2CCN(C)CC2)cc1 (stereo unspecified)	-1.3	i

New compounds follow
canonical_smiles	Kir21 block	KCNQ2 inh
CN(Cc1cccc(F)c1)C(=O)CNS(=O)(=O)c1ccc2ccccc2c1	-0.42	i
O=C(C1CCCN1S(=O)(=O)c1ccc(Cl)c(Cl)c1)N1CCCCC1 (stereo unspecified)	-0.61	i
Cc1onc(-c2c(F)cccc2Cl)c1C(=O)N1CCN(c2ncc(Br)cn2)CC1	-2	i
CCn1c(SCC(=O)N2CCCc3ccccc32)nc2c1c(=O)n(C)c(=O)n2C	-0.75	i
COC(=O)c1cc(Br)c(=O)n(CCc2ccccc2)c1	0.98	i
CCCCCC(=O)Nc1cccc(-c2nc3ncccc3o2)c1	-2.1	i
Nc1cc(Cl)ccc1C(=O)OCC(=O)N1CCOCC1	-0.77	i
Cc1ncc(CO)c(/C=N/NC(=S)Nc2ccc(Cl)c(Cl)c2)c1O	-1.4	i

Continued:
canonical_smiles	Kir21 block	KCNQ2 inh
Cc1onc(-c2ccccc2)c1NC(=O)N(CCC(=O)O)Cc1ccccc1	0.04	i
COc1cccc(OC)c1C(=O)Nc1cccc(NC(=O)c2cccs2)c1	0.04	i
Cc1nn(S(=O)(=O)c2ccccc2)c(C)c1S(=O)(=O)N1CCOCC1	-1.4	i
COC(=O)c1cc(S(=O)(=O)N2c3ccccc3CC2C)c[nH]1 (stereo unspecified)	0.61	i
Fc1ccc(NC(=S)Nc2nccs2)cc1	1.3	i
CN(C)C(=O)c1c2c(nc3ccccc13)-c1ccccc1CC2	0.23	-6.1*
CCNC(=O)N1CCNC(=O)C1CC(=O)OC (stereo unspecified)	-0.56	i
CCOc1ccc(N(C)S(=O)(=O)c2ccc3[nH]cc(C(=O)NCC(OC)OC)c(=O)c3c2)cc1	-0.6	i

Further records follow:
canonical_smiles	Kir21 block	KCNQ2 inh
CC(=O)CCC(=O)NC1CCCc2c1cnn2-c1ccc(C(C)(C)C)cc1 (stereo unspecified)	0.8	i
Cc1cc(C)cc(NC(=O)CN(Cc2ccccc2)S(C)(=O)=O)c1	-2.5	i
CCc1nnc(NC(=O)c2cc(S(=O)(=O)N3CCN(c4ccccc4)CC3)ccc2Cl)s1	-0.36	i
CC1CCCC(NC(=O)COC(=O)c2ccc3ccccc3n2)C1C (stereo unspecified)	-1.2	i
CCCCc1ccc(NC(=O)c2c(C)noc2C)cc1	-1.6	i
CCCCOc1cccc(C2C(C(=O)c3ccc(C)o3)=C(O)C(=O)N2c2nnc(C)s2)c1 (stereo unspecified)	-4.4	i
C=CCNC(=O)/C(=C/c1ccccc1OCC)NC(=O)c1ccccc1	0.28	i
CCOC(=O)c1ccc(Oc2cn[nH]c2-c2ccc(O)cc2O)cc1	0.5	i

Additional entries follow.
canonical_smiles	Kir21 block	KCNQ2 inh
Brc1cc(Br)c2nc3c(cc2c1)CCC3	1.5	i
CCOC(=O)CSc1nnc(SCCN2C(=O)c3ccccc3C2=O)s1	-0.12	i
CC(C)CCn1c(=O)c2ccccc2n2c(CN3C(=O)NC4(CCC(C)CC4)C3=O)nnc12 (stereo unspecified)	1.5	i
CC1(C)C(=O)NCCN1C(=O)CCCC(=O)O	0	i
Cc1cccc(C(=O)Nc2nnc(SCC(=O)NCc3ccco3)s2)c1	-0.5	i
CCCCC(CC)Cn1c2nc3ccccc3nc2c2c(=N)oc(C)nc21 (stereo unspecified)	-0.35	i
COc1cc(NC(=O)CN2C(=O)CSc3ccc(S(=O)(=O)N4CCCC4)cc32)cc(OC)c1	-1	i
Cc1cc(C)c(S(=O)(=O)NCCn2ccc3ccccc32)c(C)c1	-1.9	i

(listing goes on)
canonical_smiles	Kir21 block	KCNQ2 inh
O=C1c2ccccc2NC(c2ccccc2Br)N1CCCN1CCOCC1 (stereo unspecified)	0.32	i
CCc1nnc(NC(=O)CSc2ncnc3c2cnn3-c2ccc(OC)cc2)s1	-0.95	i
COc1cc([N+](=O)[O-])cc(/C=N/NC(=O)c2cncc(Br)c2)c1O	0.51	i
CN1CCN(CCCCOc2ccccc2C=O)CC1	0.77	i
COc1ccc(-c2nnc(SCC(=O)N3CCCC3)o2)cc1	-0.38	i
COc1cc(OC)cc(C(=O)N[C@H](C(=O)Nc2cc(C)cc(C)c2)C(C)C)c1	-2.1	i
Cc1cc(C)cc(-n2ccnc2SCC(=O)O)c1	-0.19	i
Cn1c(=O)c2c(nc(N/N=C/c3ccc(OC(=O)c4ccco4)cc3)n2Cc2ccc(F)cc2)n(C)c1=O	0.32	i

(next part)
canonical_smiles	Kir21 block	KCNQ2 inh
Cc1ccc(/C=N/NC(=O)NC2CCCCC2)o1	-0.04	i
CC(C)C[C@H](NC(=O)c1[nH]cnc1C(=O)N[C@@H](Cc1ccccc1)C(=O)OCc1ccccc1)C(=O)OC(C)(C)C	-0.69	i
O=C(CN1CCN(c2ncccn2)CC1)NCc1ccc2c(c1)OCO2	-0.62	i
CC(C)CNC(=O)CN1C(=O)NC2(CCc3ccccc32)C1=O (stereo unspecified)	-0.62	i
O=C(Nc1ccc(N2CCN(Cc3ccccc3)CC2)cc1)c1ncn[nH]1	-1.1	i
CCCCC1=CC2=CC(=O)C(C)(OC(=O)CC)C(=O)C2=CN1CCCCO (stereo unspecified)	-0.43	i
O=C(NCc1ccccc1)c1csc2c1CCCCC2	-0.07	i
O=C(Cc1ccc(F)cc1)Nc1cccc2cccnc12	0.03	i
Cc1nc2c(Br)c3nc(C(F)(F)F)[nH]c3c(Br)c2[nH]1	-0.23	i
CCC(C)(C)n1nnnc1C(c1ccc(OC)cc1)N1CCN(C(=O)c2ccco2)CC1 (stereo unspecified)	0.02	i
CN(C)CCCN(C(=O)COc1ccccc1)c1nc2c(F)cccc2s1	0.06	i

One compound at a time, from the list above.
`CCOc1ccc(Nc2nc(N)c3ccccc3n2)cc1` across the screens: Kir21 block = -9.9*; KCNQ2 inh = i
`CN(C)C(=O)COc1ccc(Oc2ccccc2)cc1` across the screens: Kir21 block = 0.08; KCNQ2 inh = i
`CCOC(=O)Nc1ccc(N2CCOCC2)c(S(=O)(=O)N2CCOCC2)c1` across the screens: Kir21 block = 0.09; KCNQ2 inh = i
